GlmU inhibition = inhibition of mycobacterial GlmU enzyme – biochemical, glucosamine-1-phosphate acetyltransferase (AID 1376). one-dose inhibition, %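 (tested at 30 µM in the primary screen)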; IC50 in µM for titrated hits. M. tuberculosis GlmU acetyltransferase enzyme assay; higher % means a stronger effect. 220,000 tested, 0.25% active; in the data active means inhibition above about 13%; inconclusive means no clear call, values can overlap the other calls;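 further: 0% = complete reaction with vehicle and 100% = reaction without substrate; strong numbers were not always called active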
RmlCD inh 1536 = M. tuberculosis RmlC/RmlD inhibition | 160,000 tested, 0.03% active | inhibition, % at 3.6 µM | P9WH09+P9WH11 | AID 1533 | RmlC+RmlD coupled enzyme assay, percent inhibition; primary screen in compound mixtures; in the data active means inhibition mostly above about 34%, no sharp cut-off; inconclusive means no clear call, values can overlap the other calls; inactive means mostly below about 22%; further: some results filed as inactive read as strong as hits
Target sequence (P9WH09 whole entry, looked up): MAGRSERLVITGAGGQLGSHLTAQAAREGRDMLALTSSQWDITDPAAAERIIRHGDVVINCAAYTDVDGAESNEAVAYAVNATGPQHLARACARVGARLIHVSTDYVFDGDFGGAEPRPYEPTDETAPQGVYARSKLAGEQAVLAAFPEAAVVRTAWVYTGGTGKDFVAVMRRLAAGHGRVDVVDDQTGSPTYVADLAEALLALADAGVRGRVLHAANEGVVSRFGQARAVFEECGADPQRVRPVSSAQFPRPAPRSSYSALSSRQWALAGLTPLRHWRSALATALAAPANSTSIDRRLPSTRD
Target sequence (P9WH11 whole entry, looked up): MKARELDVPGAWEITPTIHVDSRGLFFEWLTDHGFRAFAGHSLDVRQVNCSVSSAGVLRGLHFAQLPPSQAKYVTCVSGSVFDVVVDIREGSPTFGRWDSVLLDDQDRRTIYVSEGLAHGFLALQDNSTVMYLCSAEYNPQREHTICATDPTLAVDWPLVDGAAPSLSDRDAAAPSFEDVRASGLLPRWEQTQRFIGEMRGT
Numbers without * were called inactive; ? = inconclusive; . = no result given. Only part of the results is shown (hit frequency here may not be typical).

SMILES	GlmU inhibition	RmlCD inh 1536
CCN1C(=O)N[C@H](c2ccc(Br)cc2)C(C(C)=O)=C1C	-5.0%	.
O=C(CCS(=O)(=O)c1cccc2nonc12)Nc1cccc2c1CCCC2	1.3%	.
COc1ccccc1C(=O)C1CCCN(C(=O)c2snnc2C)C1 (stereo not given)	-0.1%	-11.9
CC#CC[N+](C)(C)CCCCCCCC	2.3%	-6.1
COc1ccc(NC(=O)c2sccc2SCC#N)cc1	-2.8%	7.8
O=C(C1CCN(S(=O)(=O)N2CCOCC2)CC1)N1CCc2ccccc21	-1.2%	.
CCOC(=O)C1CCN(C(=O)N(CC)CC)CC1	6.5%	-13.6
O=C(O)CCc1ccc(-c2cccs2)n1NC(=O)c1ccco1	-5.8%	4.3
Nc1nc(Sc2ccc([N+](=O)[O-])cc2[N+](=O)[O-])n[nH]1	1.5%	5.6
CN(C(=O)CSc1nc2c(cnn2-c2ccccc2)c(=O)[nH]1)C1CCS(=O)(=O)C1 (stereo not given)	-2.4%	.
Fc1ccccc1C1CC(c2ccco2)=Nc2ccccc2S1 (stereo not given)	-6.4%	-3.9
CCOC(=O)c1[nH]ncc1CN1CCCC(C(=O)c2cccc(OC(C)C)c2)C1 (stereo not given)	-3.2%	8.7
COc1ccc(NC(=O)CSc2nc3[nH]ncc3c(=O)n2-c2ccccc2C)cc1OC	-4.5%	.
CCOC(=O)C1=C(O)C(=O)N(c2ccc(S(N)(=O)=O)cc2)C1c1ccc(OC)cc1OC (stereo not given)	2.1%	11.5
Cc1cccc(OCC(=O)NNc2c3ccccc3nc3ccccc23)c1	-2.8%	.
COCCNC(=S)Nc1cc(OC)c(NC(=O)c2ccco2)cc1OC	-4.6%	6.5
O=S(=O)(Nc1cccc2nsnc12)c1ccccc1	0.3%	6.9
COc1ccc2c(-c3cc4ccc(OCc5ccc(F)cc5)cc4oc3=O)cc(=O)oc2c1	1.3%	8.5
COCCNc1nc(C)cc(-c2cc(-c3ccc(Cl)cc3)on2)n1	1.6%	.
Cc1ccc(-n2cc(-c3ccccc3)c3c(=O)[nH]cnc32)cc1	-2.1%	-10.2
C=C1[C@@H](C)[C@H]2[C@H](Cc3ccccc3)NC(=O)[C@]23OC(=O)/C=C/[C@H](O)CCC[C@@H](C)C/C=C/[C@H]3[C@@H]1O	-5.5%	2.2
CCC(C)(C)n1nnnc1C(c1cc2cccc(C)c2[nH]c1=O)N1CCN(C(=O)c2ccco2)CC1 (stereo not given)	1.3%	.
COC(=O)c1nnn(-c2nc(N(C)C)nc(N(C)C)n2)c1C	1.4%	-6.6
Cc1cc(OCC(=O)N(C(C)C)C(C)C)cc(C)c1Br	-2.8%	5.4
Cc1ccc(C(NC(=O)N2CCCCC2)=C(Cl)Cl)cc1F	-5.1%	-4.9
(continued)
SMILES	GlmU inhibition	RmlCD inh 1536
CCCC/C(C)=N/NC(=O)Nc1ccccc1	0.5%	-1.8
O=C(CNc1cccc2ccccc12)N/N=C/c1ccccn1	0.7%	-10.6
COc1ccc(C(=O)N2CCc3cc(OC)c(OC)cc3C2c2cccc([N+](=O)[O-])c2)cc1 (stereo not given)	.	5.0
COc1ccccc1/C=C/C=C1\Oc2c(ccc(O)c2CN2CCN(CCO)CC2)C1=O	1.5%	-11.5
O=C(C[n+]1ccccc1)Nc1ccccc1C(=O)O	6.9%	-12.2
CC12CCC(C(=O)N3CCN(c4ncccn4)CC3)(c3nc4ccccc4nc31)C2(C)C (stereo not given)	1.5%	2.2
C=CCSC1=N/C(=C/c2ccsc2)C(=O)N1c1ccccc1	-3.4%	-7.1
CSc1ccc(CN2CCN(Cc3ccc([N+](=O)[O-])cc3)CC2)cc1	-1.0%	.
Brc1ccccc1OCCCn1cnc2ccccc21	0.5%	-8.2
CCN(CC)S(=O)(=O)c1ccc(F)c(C(=O)NCCCN2CCOCC2)c1	8.0%	-3.0
C=CCN(C(=O)CNC(=O)c1ccco1)C(C(=O)NC1CCCCC1)c1ccc(OC)cc1OC (stereo not given)	0.8%	.
O=[N+]([O-])c1cccc2c3c([nH]c12)CCCC3	2.6%	-3.0
O=S(=O)(CC(CN1CCCC1)N1CCCC1)c1ccc2ccccc2c1 (stereo not given)	-6.3%	-9.3
CCOC(=O)c1c(NC(C)=O)sc2c1CCCNC2=O	-3.3%	-5.5
Nc1ccc(N(c2ccccc2)c2ccc(N)cc2)cc1	-5.7%	.
C[C@H](NC(=O)C1(c2ccccc2)CCN(C(=O)[C@H]2CSCN2C(=O)OC(C)(C)C)CC1)C(=O)O	-2.7%	1.0
CCOC(=O)Cc1csc(NC(=O)CCCCCN2C(=O)c3cccc4cccc(c34)C2=O)n1	0.4%	.
Cc1ccc(-n2c(C)cc(C(=O)Cn3nc(C(=O)O)c4ccccc4c3=O)c2C)cc1	3.7%	-4.5
CCOCCCNC(=O)CCCC1=NS(=O)(=O)c2ccccc2N1	-0.4%	9.1
COc1ccc(N(C(=O)COc2ccccc2)C2C=CS(=O)(=O)C2)c(OC)c1 (stereo not given)	-4.7%	-2.5
C(=C\c1ccccn1)/c1ccccn1	-1.1%	2.7
CCCN(C(=O)c1cc2c(s1)CCC2)c1c(N)n(Cc2ccccc2)c(=O)[nH]c1=O	.	7.6
CC(CC(=O)Nc1ccccc1)n1ccnc1 (stereo not given)	-2.4%	4.9
Cc1ccccc1Oc1ncnc(N)c1[N+](=O)[O-]	2.7%	-21.1
O=C(O)[C@H]1CCCC[C@H]1C(=O)NCCc1ccccc1	-10.7%	10.6
Other structures follow.
SMILES	GlmU inhibition	RmlCD inh 1536
CCOc1ccc(C2c3cc(OC)c(OC)cc3CC(=O)N2c2ccc(OC)cc2)cc1 (stereo not given)	-5.1%	.
CCCCOc1ccc(C(=O)Nc2ccc(C)cc2[N+](=O)[O-])cc1	0.8%	-4.8
COc1ccc(C(=O)N2CCn3c2nc2ccccc23)cc1	10.6%	8.3
CCc1cccc(C)c1NC(=S)N(CCOC)C(C)c1ccco1 (stereo not given)	1.5%	5.0
O=[N+]([O-])c1ccc(NC(=S)N2CCN(c3ccccc3)CC2)cc1	0.4%	-8.2
C=CCc1c(C)nc(-c2ccccc2)nc1N/N=C(\C)c1ccccc1	6.9%	4.5
Cc1csc(=NC(=O)c2ccccc2)n1Cc1ccco1	-1.8%	.
FC(F)(F)c1ccncc1-c1nnc(C2CCCCC2)o1	2.8%	-15.7
O=C(C[n+]1cccc2ccccc21)c1ccccc1	4.7%	2.0
C=CCNC(=S)N/N=C/c1cn(-c2ccccc2)nc1-c1ccc(OC)cc1	4.5%	7.8
O=C(O)CN(Cc1ccco1)S(=O)(=O)c1ccccc1	-0.2%	-12.1
O=C(Nc1ccc2nn(-c3ccc(F)cc3)nc2c1)c1cccnc1	-2.9%	-1.3
O=C(Nc1ccccc1F)Nc1ccccc1N1CCCCC1	0.4%	13.2
Cc1cc(C)cc(N(C(=O)c2sc(C)nc2C)C(C(=O)NC(C)(C)C)c2ccncc2)c1 (stereo not given)	-7.8%	-5.3
O=C(O)c1cccc(NCc2ccncc2)c1	.	-4.7
O=c1cnnc(SCCc2ccccc2)[nH]1	-4.8%	10.5
CCOc1ccc(N(CC(=O)NCC2CCCO2)C(=O)CCC(=O)Nc2nccs2)cc1 (stereo not given)	-0.1%	2.1
CC1(C)Cc2cccc(OCC(=O)OCC(=O)Nc3cccc(S(N)(=O)=O)c3)c2O1	0.7%	.
CCN(CC)c1ccc(/C=N/NC(=S)NCc2ccc(OC)cc2)cc1	-1.5%	-2.5
COc1ccc(NC(=O)c2cc([N+](=O)[O-])ccc2O)cc1	9.3%	.
Cc1cc(C)cc(-n2cnc3cc(C(=O)O)ccc32)c1	-0.9%	.
O=c1c2cc(-c3ccccc3)sc2ncn1/N=C/c1ccco1	-0.1%	.
Cc1ccc(S(=O)(=O)Oc2ccccc2/C=C2\SC(=O)NC2=O)cc1	1.5%	-11.5
CC(O)CNc1ccc(-c2nn(C)c(=O)c3ccccc23)cc1[N+](=O)[O-] (stereo not given)	-4.6%	-0.7
CCSc1cc(N2CCCC2)nc(-c2ccccc2)n1	2.6%	-20.3
Next section:
SMILES	GlmU inhibition	RmlCD inh 1536
Cc1ccc(C(c2ccc(C)o2)c2cccc([N+](=O)[O-])c2O)o1	12.1%	-1.3
O=C(Nc1sc2c(c1C(=O)O)CCCCC2)c1ccccc1	8.6%	-56.3
COc1ccccc1-c1nnc(Nc2nc3c(OC)cccc3s2)o1	3.3%	11.7
O=C(Cn1cc(C(F)(F)F)cc(Cl)c1=O)Nc1cc(S(=O)(=O)N2CCOCC2)ccc1Cl	-2.0%	4.2
Cc1ccc(NS(=O)(=O)c2ccc(OCC(N)=O)cc2)cc1	2.5%	-8.5
Cn1c(-c2ccc(Br)o2)nc2ccccc21	-1.6%	.
COc1ccc(N2C(=O)c3ccccc3NC2c2ccc(OC)c(COc3ccccn3)c2)cc1 (stereo not given)	-1.9%	16.4
Cc1cccc(C)c1-n1nnnc1SCSc1nnnn1-c1c(C)cccc1C	3.0%	.
CC(C)c1ccc(C(=O)N/N=C/c2cccc(Cl)c2Cl)cc1	-2.5%	.
Cc1ccccc1-n1c(SCC(N)=O)nc2sc(-c3ccccc3)cc2c1=O	1.8%	.
CSc1ccccc1C(=O)NC1CCCCC1	-4.5%	2.2
Cc1cc(=O)[nH]c(N/N=C/c2c(C)nn(-c3ccccc3Cl)c2Cl)n1	-1.7%	-11.3
Cn1c(-c2cccs2)nc2ccccc21	-8.2%	1.8
CC(=O)c1c(C)[nH]c(C(=O)OCC(=O)C(C)(C)C)c1C	-6.1%	-1.8
COc1cccc(C2CC(=O)NC(SC)=C2C#N)c1 (stereo not given)	-2.7%	-12.2
O=C(CSc1ccc(C(F)(F)F)cc1[N+](=O)[O-])NCCOc1ccccc1	-2.5%	?
COc1cc(OC)cc(C(=O)Nc2cccc(C(C)=O)c2)c1	-5.9%	-3.3
COc1ccc2c(c1OC)C(=O)OC2C/C(=N\NC(N)=O)c1ccccc1 (stereo not given)	-3.8%	-11.3
CC(NS(=O)(=O)c1ccc(Cl)cc1)C(=O)NCc1ccco1 (stereo not given)	4.9%	-2.2
CN1C(=O)N(C)C(=O)C2(Cc3ccccc3N3CCCC32)C1=O (stereo not given)	2.7%	-7.0
Cc1[nH]c2ccccc2c1CCN	-1.0%	.
Cn1cc(CCC(=O)N2CCCC(CCC(=O)NCc3ccccc3F)C2)cn1 (stereo not given)	6.6%	40.1
O=c1c(Cl)c(NCc2ccccc2)cnn1C12CC3CC(CC(C3)C1)C2	2.4%	-0.7
N#Cc1nnn(Cc2ccccc2)c1N	5.6%	5.0
COc1cccc(-n2c(C)cc(/C=C3/C(=N)N4C(=NC3=O)SN=C4S(C)(=O)=O)c2C)c1	6.9%	-1.9
Further results follow.
SMILES	GlmU inhibition	RmlCD inh 1536
COc1ccccc1NC(=O)CSc1nnc2ccc(-c3cccnc3)nn12	-2.7%	4.7
Cc1ccc(-c2nsc(SCC(=O)NCc3ccc4c(c3)OCO4)n2)cc1	-4.4%	13.2
Cc1ccccc1Cn1nnc(-c2ccc(C(=O)O)cc2)n1	1.7%	-7.8
COc1ccc(C2=CC3=CC(=O)C(C)(O)C(=O)C3=CO2)cc1 (stereo not given)	-4.1%	.
O=C(O)c1ccc(COc2ccc3c4c(c(=O)oc3c2)CCC4)o1	2.8%	2.3
COc1ccc(NC(=O)CSc2nc3c(c(=O)n2-c2ccccc2)SCC3)c(OC)c1	.	-2.0
CCOCCCNC(=O)c1ccc2c(c1)ncn2C1CCCC1	0.8%	0.9
Cc1cccc(C2CC(c3ccc(Cl)cc3)Nc3nc(N)nn32)c1 (stereo not given)	-0.2%	9.8
CCC(=O)Nc1nnc(SCc2cccc(F)c2)s1	2.7%	-6.7
Cc1cccc(-n2c(O)c(C=Nc3ccc(S(N)(=O)=O)cc3)c(=O)[nH]c2=O)c1	8.1%	4.0
C=CCn1c(-c2ccccc2)nc(=S)c2c1CC(C)(C)OC2	4.2%	-10.8
CC1(C)CC(=O)C=C(NCCN2CCN(C(=O)Nc3ccc(Cl)c(Cl)c3)CC2)C1	5.2%	.
Cc1[nH]n(-c2ccccc2)c(=O)c1C=NC1CCCCC1	6.5%	-9.9
O=C(c1ccc(Cl)cc1)[C@@H]1[C@@H]2C(=O)N(c3ccccc3)C(=O)[C@@H]2C2c3ccccc3C=NN21 (stereo not given in full)	1.7%	-11.5

By substructure, the entries above containing an NH in an aromatic ring (14)
SMILES	GlmU inhibition	RmlCD inh 1536
Nc1nc(Sc2ccc([N+](=O)[O-])cc2[N+](=O)[O-])n[nH]1	1.5%	5.6
CN(C(=O)CSc1nc2c(cnn2-c2ccccc2)c(=O)[nH]1)C1CCS(=O)(=O)C1 (stereo not given)	-2.4%	.
CCOC(=O)c1[nH]ncc1CN1CCCC(C(=O)c2cccc(OC(C)C)c2)C1 (stereo not given)	-3.2%	8.7
COc1ccc(NC(=O)CSc2nc3[nH]ncc3c(=O)n2-c2ccccc2C)cc1OC	-4.5%	.
Cc1ccc(-n2cc(-c3ccccc3)c3c(=O)[nH]cnc32)cc1	-2.1%	-10.2
CCC(C)(C)n1nnnc1C(c1cc2cccc(C)c2[nH]c1=O)N1CCN(C(=O)c2ccco2)CC1 (stereo not given)	1.3%	.
O=[N+]([O-])c1cccc2c3c([nH]c12)CCCC3	2.6%	-3.0
CCCN(C(=O)c1cc2c(s1)CCC2)c1c(N)n(Cc2ccccc2)c(=O)[nH]c1=O	.	7.6
O=c1cnnc(SCCc2ccccc2)[nH]1	-4.8%	10.5
Cc1cc(=O)[nH]c(N/N=C/c2c(C)nn(-c3ccccc3Cl)c2Cl)n1	-1.7%	-11.3
CC(=O)c1c(C)[nH]c(C(=O)OCC(=O)C(C)(C)C)c1C	-6.1%	-1.8
Cc1[nH]c2ccccc2c1CCN	-1.0%	.
Cc1cccc(-n2c(O)c(C=Nc3ccc(S(N)(=O)=O)cc3)c(=O)[nH]c2=O)c1	8.1%	4.0
Cc1[nH]n(-c2ccccc2)c(=O)c1C=NC1CCCCC1	6.5%	-9.9

Bioassay records deposited in PubChem by several laboratories.
